High-throughput results deposited in PubChem by National Center for Advancing Translational Sciences (NCATS).
LDHA inh – qHTS assay for inhibitors of human lactate dehydrogenase. L-lactate dehydrogenase A chain (Homo sapiens), P00338. AID 1347041, 2019. hit rate 0.15% among 480,000. purified LDHA, NADH/diaphorase-resazurin fluorescence; active compounds read low. activity change, % (values are at about 110 or 230 µM); in the data active = activity change below about -30%;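 also: plate controls were DMSO wells for no effect and wells without enzyme for full effect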
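Human LDH5 (2 nM) was incubated with 0.06 mM NADH and 0.2 mM pyruvate for 5 min at room temperature in Tris pH 7.4. Remaining NADH was coupled through diaphorase/resazurin, and resorufin fluorescence was read at 0 and 20 min.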
* hit, by the source's call; & = joins results of further samples. Only part of the results is shown; rates above refer to the full screens.

SMILES	LDHA inh
CSc1ccc(C2=NN(C(=O)CCC(=O)O)C(c3ccc4nccnc4c3)C2)cc1 (stereo not drawn)	-12
Cc1ccc(C=Nc2c(Br)cc(C)cc2Br)cc1	6
COc1ccc(C)cc1NC(=O)N1CCCC1c1cccs1 (stereo not drawn)	8
CCOc1ccc(Nc2oc(COc3ccccc3F)nc2C#N)cc1	1
CCc1ccc(NC(=O)c2cnn3c(C)cc(C)nc23)cc1	-3
CCC(=O)Nc1ccc(S(=O)(=O)NCCn2nc(-c3ccc(Cl)cc3)ccc2=O)cc1	2
O=C(NCc1ccc(F)cc1)c1cc(S(=O)(=O)C2CCS(=O)(=O)C2)ccc1F (stereo not drawn)	-10
CCC(C)[C@H](NC(=O)NCc1ccccc1F)C(=O)O (stereo partly drawn)	5
CCc1ccc(OCCNC(=O)OC)cc1	-2
COc1cc(C(=O)N(c2cc(C)cc(C)c2)C2C=CS(=O)(=O)C2)cc(OC)c1OC (stereo not drawn)	5
CCc1nnc(Cn2cnc3scc(-c4ccc(Cl)cc4)c3c2=O)o1	0
CC(=O)Nc1ccc(-c2nc(N3CCCC3)sc2C)cc1	1
C/C(=N\NC(=O)Nc1ccccc1)c1ccc(Br)cc1	-6
Cc1ccc(NC(=O)c2ccc(NC(=O)C3CCCC3)cc2)c(C)c1	0
CCN(CC)c1ccc(NC(=S)NC(C)C)cc1	1
COCCC(C)NC(=O)c1cc(=O)[nH]c2ccccc12 (stereo not drawn)	3
CSc1ccc(Cl)c(C(=O)Nc2cc(F)ccc2C)c1	4
Cc1ccc(S(=O)(=O)N(CC(=O)O)Cc2ccc(Cl)c(Cl)c2)cc1	4
Cc1csc(NC(=O)CCc2ncc(-c3ccc(C)c(C)c3)o2)n1	1
COc1cc(NC(=O)c2cccc(N3C(=O)C(C)(C)CS3(=O)=O)c2)cc(OC)c1OC	-24
O=C(C(=O)N1CCN(C(=O)OCc2ccccc2)CC1)c1cccs1	2
O=C(OCc1ccc([N+](=O)[O-])cc1)C1(c2cccc(F)c2)CCCC1	0
CNC(=O)c1cnn2c(C)cc(C)nc12	-8
O=C(COc1nc2ccccc2nc1N1CCOCC1)Nc1ccc(F)cc1	-1
NC(=O)c1cc(Cc2ccccc2)sc1NC(=O)c1cccs1	7
CCOC(=O)C(NC(=O)/C=C/c1c(F)cccc1Cl)C(=O)OCC	0
CCc1cc(CC)n(-c2nc3c(c(=O)n(CCN4CCCCC4)c(=O)n3C)n2CC)n1	-1
Cc1nc2cc(NC(C)C(=O)Nc3cc(Cl)ccc3Cl)ccc2o1 (stereo not drawn)	56
Cc1nc(-c2ccc(S(=O)(=O)Nc3ccccc3Cl)cc2)co1	5
N#Cc1ccc(N2CCN(CCCOCC(F)(F)F)CC2)c([N+](=O)[O-])c1	0
Cc1ccc(C)c(/C=C(/C#N)S(C)(=O)=O)c1	-2
CCNC(=O)C(C)NC(=O)CCc1nc(-c2ccccc2)c(-c2ccccc2)o1 (stereo not drawn)	7
CCN(CC)c1nc2ccccc2nc1C(=O)Nc1ccc(F)c(F)c1	4
CC(C)C[C@@H](CN1CCC[C@H]1CN1C(=O)C(=O)NC[C@@H]1Cc1ccc(O)cc1)N1C[C@H](Cc2ccccc2)N(CC2CCCCC2)C(=O)C1=O	-3
CCOc1ccc(C2CC(=O)Nc3c(-c4ccc(C)cc4)csc32)cc1OCC (stereo not drawn)	8
CN1C(=O)C(NC(=O)C(=O)NCc2ccncc2)c2ccccc21 (stereo not drawn)	0
CC(C)=CC(=O)Nc1ccccc1SC1CCCC1	7
CC(=O)CC1(O)C(=O)Nc2ccc(F)cc21 (stereo not drawn)	4
O=C(COc1ccccc1)Nc1cccc2cccnc12	6
Cc1sc(NC(=O)C(Cc2ccccc2)Cc2ccccc2)c(C#N)c1C	-9
CNc1nc(-c2ccc(N(C)S(C)(=O)=O)cc2)cs1	1
C/C(=N/Nc1ccnc2cc(Cl)ccc12)c1cccc(N)c1	-1
CCc1cccc2c(C(=O)COC(=O)c3cc(S(=O)(=O)N4CCOCC4)ccc3F)c[nH]c12	8
N#CC1(C(=O)Nc2cccc(Br)c2)CCCC1	0
CCCCCN1CCN(c2nc3c(c(=O)[nH]c(=O)n3C)n2Cc2ccc(Cl)cc2Cl)CC1	10
CCCC(C(=O)Nc1nc2ccc(OC)cc2s1)c1ccccc1 (stereo not drawn)	9
S=C(NC1CCCCC1)c1ccccc1	1
COC(=O)N/N=C/c1ccccc1OC(C)=O	-10
Cc1ccc(C)c(NC(=O)c2cc(C3CC3)nc3ccccc23)c1	-2
CC(=O)Nc1ccc(/C=N/Nc2ccc(S(N)(=O)=O)cc2[N+](=O)[O-])cc1	-1
COc1ccc(CSc2nc3ccncc3n2Cc2ccccc2)cc1	0
O=C(O)CCC(=O)c1cccnc1	2
Cc1ccc2c(=O)cc(C(=O)Nc3cccc(C(F)(F)F)c3)oc2c1	-1
Cc1ccc2nc(-c3ccco3)cc(C(=O)O)c2c1	20&13
O=C(CN1CCOCC1)N1N=C(c2cc3ccccc3o2)CC1c1ccco1 (stereo not drawn)	-8
Cc1ccc(SCCNC(=S)Nc2cccc(Cl)c2C)cc1	7
O=C(Cn1nnc(-c2ccccc2)n1)N1CCCC(c2nc3ccccc3s2)C1 (stereo not drawn)	2
N#Cc1ccc(S(=O)(=O)N2CCC(C(=O)Nc3ccnn3Cc3ccccc3)CC2)cc1	11
Cn1c(SCC(=O)NCC2CN(Cc3ccccc3)CCO2)nnc1-c1ccc(C(C)(C)C)cc1 (stereo not drawn)	-3
Cc1cccc(N(C)S(=O)(=O)c2c(-c3cccc(F)c3)csc2C(=O)NCc2ccccn2)c1	-19

(continued)
SMILES	LDHA inh
CCCCn1c(=O)n(CC(O)COc2cccc3ccccc23)c(=O)c2c1ncn2C1CCCC1 (stereo not drawn)	9
COc1ccc(-c2cc3ccc(OC)cc3oc2=O)cc1	1
Cc1cc(C)c(C(=O)Oc2c(C)cccc2C)c(C)c1	-8
CC(=O)Nc1sccc1C#N	-3
O=C(OCc1nnc(-c2ccc([N+](=O)[O-])cc2)o1)C1(c2ccc(Cl)cc2)CCC1	7
CCCc1nc2nc(-c3ccc(OC)cc3)cc(=O)n2[nH]1	6
CC(=O)Oc1c2ccccc2c(OC(C)=O)c2ccccc12	-9
CC(OC(=O)C1=NNC(=O)CC1)C(=O)c1c[nH]c2ccccc12 (stereo not drawn)	-3
C/C(CC(C)(C)C1CCCCC1)=N\N=C(N)N	-1
CCOc1ccc(CCNC(=O)C(C)n2nc(C)n3c(cc4sccc43)c2=O)cc1OCC (stereo not drawn)	-23
CCCCNC(=S)NN	14
COc1ccccc1CCn1cnc(Cc2ccccc2)c1C(C)C	-2
CCOc1cccc2cc(-c3cc(=O)oc4cc(OCC(=O)OC(C)(C)C)ccc34)c(=O)oc12	5
COc1cc(C)c(NC(=O)Cn2cnc3c2c(=O)n(C)c(=O)n3C)cc1OC	5
Cc1ccc(OCC(=O)OCC(=O)NC23CC4CC(CC(C4)C2)C3)cc1C	9
O=C(Nc1c(C(=O)N2CCC(N3CCCCC3)CC2)oc2ccccc12)C1CC1	8
COc1cc(Cl)c(C)cc1NC(=O)c1ccc(-n2cccn2)cc1	8
Cc1ccc(NC(=O)c2cc(Cl)cc(Cl)c2)nc1	2
CC(C)C(=O)NC(=S)Nc1ccc(NC(=O)c2cccc(Cl)c2)cc1	1
CC(=O)N1CCCN(C(=O)Cc2nc(-c3cccs3)oc2C)CC1	5

Reformatted comma-delimited: entries from further up.
SMILES,LDHA inh
Cc1ccc(NC(=O)c2cc(Cl)cc(Cl)c2)nc1,2
CC(C)C(=O)NC(=S)Nc1ccc(NC(=O)c2cccc(Cl)c2)cc1,1
CC(=O)N1CCCN(C(=O)Cc2nc(-c3cccs3)oc2C)CC1,5

Remaining list, next part
SMILES	LDHA inh
CCCNC(=O)C1CCCN1S(=O)(=O)c1cccc2cc(C)cnc12 (stereo not drawn)	-6
Cc1ccc(C)c(/C=C/c2onc(C)c2S(=O)(=O)N2CCCC(C(=O)NC3CCCC3)C2)c1 (stereo not drawn)	0
Cc1nc(C)c(C(=O)NCc2cccs2)s1	-3
CN(C)C(=O)c1cccc(NC(=O)c2cc(Br)c(Br)s2)c1	-3
CC(C)(C)c1ccc(NC(=O)CN2C(=O)COc3ccccc32)cc1	1
Cn1cc(C(=O)N(CCN2CCOCC2)C2CCCC2)c2ccccc21	-2
COc1cccc(C(=O)Nc2ccc3c(c2)OC[C@H](C)N(CCc2ccccc2)C[C@@H](C)[C@@H](OC)CN(C)C3=O)c1	-6
COc1cccc(CNc2nc(NCc3cccc(OC)c3)n(S(=O)(=O)c3ccccc3)n2)c1	10
CCCc1noc(CCC(=O)NC(C)c2ccc(C)o2)n1 (stereo not drawn)	9
O=C(O)Cc1cc(Cl)c2c(c1)OCCCO2	1
Cc1ccc(Nc2ccc([N+](=O)[O-])c3cnccc23)cc1	7
CCNC(=O)C(C)Sc1nc(NCC)c2ccccc2n1 (stereo not drawn)	7
Nc1cccc2cccc(S(=O)(=O)O)c12	70
Cc1cc(C(=O)COc2ncnc3ccccc23)c(C)n1C	8
Cc1ccc(/C=C(/C#N)C(=O)c2ccccc2)o1	9
O=C(c1ccc(Cl)cc1)c1ccc(OCc2cccc3ccccc23)cc1	6
O=C(NCc1ccc(Cl)cc1)C(=O)Nc1ccc(Cl)c(C(F)(F)F)c1	-6
Cc1ccc(C)c(C(=O)COC(=O)c2ccc(C(=O)c3ccccc3)cc2)c1	5
COc1ccc(Nc2nc(N3CCOCC3)nc3c2cnn3C)cc1	-4
O=C(CN1CCc2ccccc2C1)N1N=C(c2ccco2)CC1c1ccco1 (stereo not drawn)	12
COc1cc(C2C(C#N)=C(N)N(c3c(F)cccc3F)C3=C2C(=O)CC(C)(C)C3)ccc1O (stereo not drawn)	-1
Cc1cc(-n2c(C)cc(C(=O)CSc3nnc(C(C)Oc4ccccc4F)o3)c2C)no1 (stereo not drawn)	7
CCCNC(=O)CN(C)Cc1nc(-c2ccccc2)oc1C	-6
CCCC(=O)C1=C(NC(C)C(=O)O)CCCC1=O (stereo not drawn)	4
Cc1cc(C2CC(=O)OC3=C2C(=O)CC(C)(C)C3)c(C)s1 (stereo not drawn)	33
O=C(COc1ccc(-n2cnnn2)cc1)NC1CC1	-8
Cc1cccc(CC2CC(=O)N(c3ccc4ccccc4n3)C2=O)c1 (stereo not drawn)	-1
COc1nc(-c2ccc(C)cc2)ccc1-c1noc(C)n1	-3
O=C(NC1CCCC1)C1c2ccccc2OCC(=O)N1Cc1ccccc1 (stereo not drawn)	-9
CCn1c(COc2cc(C)ccc2Cl)n[nH]c1=S	-2
O=C(CCCn1c(=O)oc2ccccc21)Nc1cccc(-c2nnc3n2CCCCC3)c1	-4
CCCNC(=O)CN1CCN(c2cccc(F)c2C#N)CC1	1
CCOC(=O)c1cc(CC)sc1NC(=O)CC1Sc2ccccc2NC1=O (stereo not drawn)	-10
CN(C)C(=O)C1CN(C(=O)c2nn(Cc3ccccc3)c(=O)c3ccccc23)c2ccccc2O1 (stereo not drawn)	-3
CC1(c2ccccc2)NC(=O)N(NC(=O)c2nn(-c3ccccc3)c(=O)c3ccccc23)C1=O (stereo not drawn)	5
CCOC(=O)c1cnc2c(C)cccc2c1Nc1ccc(C(C)=O)cc1	-1
COc1cc(C(=O)NCC2COc3ccccc3O2)cc(OC)c1C (stereo not drawn)	1
Cc1c(Cl)cccc1NC(=O)N1CCSc2ncccc21	7
COC(=O)[C@]12CCCCC=C1N(Cc1ccccc1)C(=O)[C@H](CC(=O)NCc1ccccc1)C2	4
CCCCCC1CCC(c2ccc(C(=O)CCN(C)C)cc2)CC1 (stereo not drawn)	4
O=C(Nc1ccc2c(c1)OCCO2)C(=O)c1c[nH]c2cc(F)ccc12	-1
CC(Nc1ccc(N2CCCC2=O)c(Cl)c1)c1nc(C(C)(C)C)no1 (stereo not drawn)	-3
CCCCC(=O)N1CCN(c2nc(-c3ccco3)c3c(c2C#N)CCCC3)CC1	4
COc1ccc(Cc2nnc(SCc3nc4ccccc4c(=O)[nH]3)n2CC(C)C)cc1	12
O=C(c1cc(-c2ccccc2)nc2ccccc12)N(Cc1ccco1)C1CC1	-1

Molecules above that have an aryl methoxy group, in the order listed:
SMILES	LDHA inh
COc1ccc(C)cc1NC(=O)N1CCCC1c1cccs1 (stereo not drawn)	8
COc1cc(C(=O)N(c2cc(C)cc(C)c2)C2C=CS(=O)(=O)C2)cc(OC)c1OC (stereo not drawn)	5
COc1cc(NC(=O)c2cccc(N3C(=O)C(C)(C)CS3(=O)=O)c2)cc(OC)c1OC	-24
CCCC(C(=O)Nc1nc2ccc(OC)cc2s1)c1ccccc1 (stereo not drawn)	9
COc1ccc(CSc2nc3ccncc3n2Cc2ccccc2)cc1	0
COc1ccc(-c2cc3ccc(OC)cc3oc2=O)cc1	1
CCCc1nc2nc(-c3ccc(OC)cc3)cc(=O)n2[nH]1	6
COc1ccccc1CCn1cnc(Cc2ccccc2)c1C(C)C	-2
COc1cc(C)c(NC(=O)Cn2cnc3c2c(=O)n(C)c(=O)n3C)cc1OC	5
COc1cc(Cl)c(C)cc1NC(=O)c1ccc(-n2cccn2)cc1	8
COc1cccc(C(=O)Nc2ccc3c(c2)OC[C@H](C)N(CCc2ccccc2)C[C@@H](C)[C@@H](OC)CN(C)C3=O)c1	-6
COc1cccc(CNc2nc(NCc3cccc(OC)c3)n(S(=O)(=O)c3ccccc3)n2)c1	10
COc1ccc(Nc2nc(N3CCOCC3)nc3c2cnn3C)cc1	-4
COc1cc(C2C(C#N)=C(N)N(c3c(F)cccc3F)C3=C2C(=O)CC(C)(C)C3)ccc1O (stereo not drawn)	-1
COc1nc(-c2ccc(C)cc2)ccc1-c1noc(C)n1	-3
COc1cc(C(=O)NCC2COc3ccccc3O2)cc(OC)c1C (stereo not drawn)	1
COc1ccc(Cc2nnc(SCc3nc4ccccc4c(=O)[nH]3)n2CC(C)C)cc1	12
